Bioassay records deposited in PubChem BioAssay by The Scripps Research Institute Molecular Screening Center.
TbREL1 primary = TbREL1 inhibition, primary screen; inhibition, % at 9.66 µM; TbREL1 RNA ligation, FRET fluorescence; P86926; 89,000 compounds, 0.49% hits;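 active = inhibition above the mean inhibition across all screened compounds plus 3 SD, cut at about 11% in these data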;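 note: 0% = plate median of test wells and 100% = NSC42067 control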
Target sequence (P86926 whole entry, looked up): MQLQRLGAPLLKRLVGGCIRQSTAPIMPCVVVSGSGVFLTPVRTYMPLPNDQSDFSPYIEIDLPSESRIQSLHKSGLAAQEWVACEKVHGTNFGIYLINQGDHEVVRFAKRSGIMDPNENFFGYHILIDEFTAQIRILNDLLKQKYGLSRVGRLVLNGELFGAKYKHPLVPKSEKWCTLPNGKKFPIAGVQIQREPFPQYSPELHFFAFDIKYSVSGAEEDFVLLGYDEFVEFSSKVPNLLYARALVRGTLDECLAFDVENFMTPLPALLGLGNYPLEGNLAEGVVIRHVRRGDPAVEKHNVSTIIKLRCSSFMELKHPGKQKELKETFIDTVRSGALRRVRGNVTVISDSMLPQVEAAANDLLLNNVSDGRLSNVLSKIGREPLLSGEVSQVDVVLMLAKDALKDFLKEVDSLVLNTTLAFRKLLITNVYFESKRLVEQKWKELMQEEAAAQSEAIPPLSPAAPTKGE
An asterisk follows results filed as active; & = joins results of further samples.

TbREL1 primary | mol
-3 | COc1ccc(C2CC(=O)N3C(=C2C#N)SCC3(O)c2ccccc2)cc1 (stereo unspecified)
0 | CC1=NN(C(=O)Cc2ccc([N+](=O)[O-])cc2)C(O)(c2cccnc2)C1 (stereo unspecified)
1 | Cc1nn(C(C)(C)C)c(OC(=O)c2cccs2)c1Sc1ccccc1
1 | Cc1ccnc(NC(=O)c2cc3ccccc3o2)c1
0 | O=C(/C=C/c1ccc(Cl)cc1)N1CCN(c2ccccn2)CC1
-5 | Cn1cnnc1SCC(=O)c1cccc([N+](=O)[O-])c1
1 | COc1ccc(-c2nc(CC(=O)O)cs2)cc1
-1 | COc1ccc(C2NC(=S)NC(C)=C2C(=O)c2ccccc2)cc1OC (stereo unspecified)
-2 | COCCn1nc2cc(C(=O)NCC34CC5CC(CC(C5)C3)C4)ccc2c1OC
3 | Cc1cc(C)c(OCC(=O)OCCNC(=O)c2cccnc2)c(C)c1
-3 | CC1C(=O)NN=C1c1ccc([N+](=O)[O-])cc1 (stereo unspecified)
-2 | CC(C)c1nc(SCC(=O)N2CC(=O)Nc3ccccc32)c2ccccc2n1
2 | Cc1ncc([N+](=O)[O-])n1CCOC(=O)NC(NCc1ccccc1Cl)C(Cl)(Cl)Cl (stereo unspecified)
-4 | COc1cccc(OCC(O)CN2CCN(C(c3ccccc3)c3ccccc3)CC2)c1 (stereo unspecified)
-3 | O=C(c1cccs1)c1coc2ccc(O)c(CN3CCOCC3)c12
3 | COc1ccc([C@@H]2CC=C(C(=O)O)[C@H](c3ccccc3)N2S(=O)(=O)c2ccccc2C)cc1
-2 | COc1cccc(OC)c1C(=O)Nc1nc2cc3c(cc2s1)OCO3
-1&5 | CC(=O)c1ccc(OCC(O)CN2CCN(Cc3ccc4c(c3)OCO4)CC2)cc1 (stereo unspecified)
-3 | CC(C)C[C@H]1CNC(=O)C(=O)N1CC1CCN(CC2CCC(C(C)(C)C)CC2)CC1 (stereo partly specified)
4 | COc1ccc2c(c1)sc1nc(-c3ccccc3)cn12

Structures above that have a tert-butyl group:
TbREL1 primary | mol
1 | Cc1nn(C(C)(C)C)c(OC(=O)c2cccs2)c1Sc1ccccc1
-3 | CC(C)C[C@H]1CNC(=O)C(=O)N1CC1CCN(CC2CCC(C(C)(C)C)CC2)CC1 (stereo partly specified)

(further entries)
TbREL1 primary | mol
1 | Cc1ccc(NC(=O)c2ccc(Cl)c(S(=O)(=O)N3CCCCCC3)c2)nc1
7 | CCC(C)NC(=O)C1CCN(S(=O)(=O)c2ccc(-n3cnnn3)cc2)CC1 (stereo unspecified)
-1 | COc1cccc(CNC(=O)C2Cc3ccccc3CN2C(C)=O)c1 (stereo unspecified)
-2 | O=C1CCCC/C=C\C[C@H](CC(=O)N(CCO)Cc2ccccc2)C(=O)NCCO1
4 | Cc1cc(NC(=O)CCCn2nc(C)c([N+](=O)[O-])c2C)no1
-3 | CCC(C)c1ccc(C(C)NC(=S)NC2CCCCC2)cc1 (stereo unspecified)
1 | NC(=O)C1CCN(c2nc(-c3ccc(OCc4ccccc4)cc3)cs2)CC1
-3 | CCCCNC(=O)C[C@@H]1C(=O)N(CCc2ccc(Cl)cc2)C2=CCCCC[C@]21C(=O)OC
-1 | Cn1c(=O)c(=O)n(C)c2cc(N3CCOCC3)c(NS(=O)(=O)c3ccc([N+](=O)[O-])cc3)cc21
-3 | COc1cc(/C=C(\C#N)C(=O)c2c(C)[nH]c3ccccc23)cc(OC)c1OC
2 | COc1ccc(OC)c(-c2csc(NC(=O)C3c4ccccc4Oc4ccccc43)n2)c1
5 | Cc1c(NC(=O)C(C)Sc2nc3ccccc3c(=O)n2CCO)c(=O)n(-c2ccccc2)n1C (stereo unspecified)
2 | CC(C)CN1CCN(CC#Cc2ccccc2)CC1CCO (stereo unspecified)
0 | Cc1cc(C)cc(NC(=O)N2CCN(Cc3nc4ccccc4c(=O)[nH]3)CC2)c1
1 | CCSc1ncc(Cl)c(C(=O)Nc2sc3c(c2C(=O)NCc2cccnc2)CCCC3)n1
-2 | CCC(=O)N1c2ccccc2-c2nnc(SC)nc2OC1c1ccc(N(C)C)cc1 (stereo unspecified)
0 | Cc1onc(C(=O)/C=C/N(C)C)c1C(=O)Nc1nccs1
-2 | CC/C(C)=C1\SC(N2CCN(c3cccc(C(F)(F)F)c3)CC2)=NC1=O
0 | COc1cccc(NC(=O)Nc2cc(NC(=O)Nc3cccc(OC)c3)c(C)nc2C)c1
5 | COc1cccc(C(=O)NCCS(=O)(=O)NCc2cccs2)c1
3 | CC(OC(=O)c1ccc2c(c1)OCCO2)C(=O)c1ccccc1 (stereo unspecified)
1 | Cc1occc1C(=O)NCc1nc(-c2ccc(Cl)cc2)no1
-1 | CCc1ccc(OCc2cccc(C(=O)N/N=C\c3cnn(C)c3C)c2)cc1
-1 | CN(Cc1ccccc1)Cc1c[nH]c2ccccc12
-6 | O=C(C1CCN(c2cncnc2)CC1)N1CCCC1
-2 | Cc1cc(C)c(C)c(S(=O)(=O)Nc2ccccc2C(=O)NCCCn2ccnc2)c1C
2 | COC(=O)c1ccc(NC(=O)c2sc3nc(-c4ccccc4)cn3c2C)cc1
0 | CCC(=O)NC(=S)NNC(=O)c1ccc(OC)cc1
0 | Cc1nnc(SCC(=O)c2ccc(Cl)cc2)n(N)c1=O
-3 | CC1CC(C)CN(CC(O)COCCOc2ccc(Br)cc2)C1 (stereo unspecified)
-3 | CC(=O)NC1=NC(=O)/C(=C/N2CCCCC2)S1
-4 | COC(=O)C1=C(C(=O)OC)[C@@]2([C@H](Cc3ccc(C)cc3)Nc3ccccc3)C=C[C@@H]1O2
1 | c1ccc2cc(Sc3ncnc4c3oc3ccccc34)ccc2c1
-2 | COc1ccccc1-n1ccnc1SCC(=O)NCC1CCCO1 (stereo unspecified)
3 | O=C(/C=C/c1ccc2c(c1)OCO2)NCCSCc1ccc(Cl)cc1
0 | CN(C)c1ccc(C(=O)c2ccccc2)cc1
-2 | COc1ccccc1CC(NC(C)=O)C(=O)NC1CCN(C(=O)Nc2ccccc2F)CC1 (stereo unspecified)
2 | CCOC(=O)C(NCc1ccc2c(c1)OCO2)(NC(=O)CC)C(F)(F)F (stereo unspecified)
0 | COc1ccc(/C(N)=N/OC(=O)CSc2ccc(C)cc2)cc1OC
0 | Cc1ccc(S(=O)(=O)NCC(=O)N2CCN(c3ccccn3)CC2)cc1C

Arranged by the number under TbREL1 primary (rising): seven of the compounds above.
TbREL1 primary | mol
-4 | COC(=O)C1=C(C(=O)OC)[C@@]2([C@H](Cc3ccc(C)cc3)Nc3ccccc3)C=C[C@@H]1O2
-3 | CC(=O)NC1=NC(=O)/C(=C/N2CCCCC2)S1
-2 | COc1ccccc1-n1ccnc1SCC(=O)NCC1CCCO1 (stereo unspecified)
0 | Cc1ccc(S(=O)(=O)NCC(=O)N2CCN(c3ccccn3)CC2)cc1C
1 | c1ccc2cc(Sc3ncnc4c3oc3ccccc34)ccc2c1
2 | CCOC(=O)C(NCc1ccc2c(c1)OCO2)(NC(=O)CC)C(F)(F)F (stereo unspecified)
3 | O=C(/C=C/c1ccc2c(c1)OCO2)NCCSCc1ccc(Cl)cc1

An excerpt of these results, as a markdown table:
| smiles | TbREL1 primary |
| --- | --- |
| CCSc1ncc(Cl)c(C(=O)Nc2sc3c(c2C(=O)NCc2cccnc2)CCCC3)n1 | 1 |
| CCC(=O)N1c2ccccc2-c2nnc(SC)nc2OC1c1ccc(N(C)C)cc1 (stereo unspecified) | -2 |
| Cc1onc(C(=O)/C=C/N(C)C)c1C(=O)Nc1nccs1 | 0 |

(listing goes on)
TbREL1 primary | mol
0 | CCCCn1c(N)c(N(CC)C(=O)c2c(CC)noc2C)c(=O)[nH]c1=O
0 | Cc1ccc(S(=O)(=O)N2CCCC(C(=O)O)C2)s1 (stereo unspecified)
0 | Cc1ccsc1C(=O)Nc1ccc(OCc2ccccc2)cc1
-2 | Cc1nnc(-c2cccc(Br)c2)c2cn(-c3ccccc3Cl)nc12
1 | Cc1cccc(/C=N/NC(=O)C[n+]2ccccc2)c1
-2 | COc1ccccc1C(=O)NC1CCCc2ccccc21 (stereo unspecified)
2 | CCN(CC)S(=O)(=O)c1cccc(C(=O)N[C@H](C(=O)O)C(C)C)c1
1 | O=c1ncn(-c2cccc(F)c2)c2ncccc12
0 | Oc1cccc(C2c3[nH]c4ccccc4c3CCN2Cc2cnn(-c3ccccc3)c2)c1 (stereo unspecified)
0 | COc1ccc(C(C(=O)Nc2ccc3c(c2)OCCO3)n2c(=O)c(-c3ccco3)nc3ccccc32)cc1 (stereo unspecified)
0 | CCOC(=O)CSc1ncc(OC)c(Sc2ccc(Cl)cc2)n1
5 | COc1cc(C2C3C(=O)N(Cc4ccccc4)C(=O)C3ON2c2ccccc2)cc(OC)c1OC (stereo unspecified)
1 | O=C(C1CCCN(S(=O)(=O)c2ccc(Cl)cc2)C1)N1CCCC1 (stereo unspecified)
7 | COc1cccc(NC(=O)CN(C)C(=O)c2oc3c(ccc4ccccc43)c2C)c1
-1 | O=C(CSc1ccc(-c2ccco2)nn1)N1CCCC1
0 | CCC(C)C(N=C1NS(=O)(=O)c2ccccc21)C(=O)N1CCC(C)CC1 (stereo unspecified)
-2 | Oc1ccc(C=NCC2COc3ccccc3O2)cc1 (stereo unspecified)
4 | COc1ccc2nc(C)cc(NCCN3CCOCC3)c2c1
8 | CCOC(=O)c1c(C)n(-c2ccccc2)c2ccc(O)cc12
0 | CC1CCCN(C(=O)C2CCN(S(=O)(=O)c3cccs3)CC2)C1 (stereo unspecified)
1 | Nc1ccc(S(=O)(=O)O)cn1
5 | CCOc1ccc(-n2c(SCC(N)=O)nc3c([nH]c4ccccc43)c2=O)cc1
4 | COc1ccc(N(CC(=O)N2CCCCCC2)S(=O)(=O)c2ccc(OC)c(OC)c2)cc1
2 | CCCCOc1ccc(S(=O)(=O)NNC(=O)C2Cc3c(ccc4ccccc34)O2)cc1 (stereo unspecified)
-2 | COc1ccc(-c2noc(-c3ccccc3C(=O)NCC3CCCO3)n2)cc1 (stereo unspecified)
2 | C[C@H]1COC(=O)CCCC/C=C\C[C@H](CC(=O)N(CCO)Cc2ccccc2)C(=O)N1
2 | O=S(=O)(c1ccc(=S)[nH]c1)N1CCCCCC1
-5 | CCOC(=O)c1cc2occc2n1CC(=O)Nc1ccc(OC)cc1OC
-2 | COCCCN1C(=O)C(O)=C(C(C)=O)C1c1cccc(F)c1 (stereo unspecified)
-2 | Cc1ccccc1CN1CCCCC(NC(=O)c2ccc(F)c(F)c2)C1=O (stereo unspecified)
1 | Cc1cc(C)cc(Cn2ncc(Cl)c(Cl)c2=O)c1
1 | COC(=O)c1sccc1NC(=O)C12CC3CC(CC(C3)C1)C2
7 | O=C(Nc1cccc(NC(=O)c2cccs2)c1)c1ccco1
0 | CCc1ccccc1NC(=O)CN1CCN(CC(=O)Nc2cc(C)ccc2OC)CC1
3 | CCOc1ccc(C(=O)NCC(=O)Nc2cc(C)ccn2)cc1OCC
0 | O=C(CCNC(=O)c1ccco1)NCc1ccc(F)cc1
-2 | O=C(COC(=O)c1ccc(F)c(S(=O)(=O)N2CCOCC2)c1)NCc1ccccc1
-2 | Cc1cccc(C(=O)NCCN2CCCC2)c1
1 | CCOC(=O)CSc1nnc(-c2ccco2)n1C
4 | O=C1N/C(=N\N=C\c2cccs2)SC1Cc1cccc(Cl)c1Cl (stereo unspecified)
3 | COc1ccc(OC)c(CN2CCN(S(=O)(=O)c3ccc(NC(C)=O)cc3)CC2)c1
3 | CC(=O)N1C[C@H]2CON(C)[C@H]2C[C@H]1c1cccc(-c2ccccc2C)c1
-4 | C/C(Cl)=C\Cn1c(=O)c2c(nc3n2CCS3)n(C)c1=O
0 | Cc1ccc(C)c(C(=O)n2cnnc2N)c1
2 | OC(c1ccccc1)c1nc(-c2ccc(Cl)cc2)cs1 (stereo unspecified)
6 | CC(NC(=O)COC(=O)Cn1cc(C(F)(F)F)ccc1=O)c1ccccc1 (stereo unspecified)
2 | COC(=O)c1cc(NC(=O)CSc2nnc(N)s2)ccc1Cl
-1 | Cc1ccc(N(CC(=O)Nc2cc(C)ccc2C)S(C)(=O)=O)cc1
0 | CCOc1ccc(-n2c(SCC(=O)Nc3ccccc3-c3ccccc3)nnc2-c2ccncc2)cc1
1 | Cc1cc(N2CCN(c3nc(-c4ccccc4)cs3)CC2)c2ccccc2n1

Continued.
TbREL1 primary | mol
1 | COC(=O)c1c(C)[nH]c(C(=O)/C=C/c2ccccc2F)c1C
-2 | O=C(CC1CC1)Nc1ccc2c(c1)[C@H]1C[C@H](CC(=O)N3CCc4ccccc4C3)O[C@@H](CO)[C@H]1O2
2 | COc1ccccc1CNC(=O)N(CCc1c(C)[nH]c2ccccc12)Cc1cccs1
2 | COc1ccc(Nc2nc(N)nc(CN(C)C3CCCCC3)n2)cc1
0 | Cc1ccc(C2=NNC(C(O)C(O)C(O)C(O)CO)S2)cc1 (stereo unspecified)
-1 | c1ccc(OCc2nnc3sc(-c4cccs4)nn23)cc1
1 | CCn1c(SC(C)C(=O)Nc2nccs2)nnc1-c1ccncc1 (stereo unspecified)
2 | O=C(c1ccccc1)c1nnc(-c2ccccc2F)o1
6 | Cc1noc(C)c1S(=O)(=O)Nc1ccc(C(=O)N2CCc3ccccc3C2)cc1
2 | O=C(NNc1c(F)c(F)cc(F)c1F)c1ccco1

Brought forward from above: five entries, followed by the next part.
TbREL1 primary | mol
-1 | c1ccc(OCc2nnc3sc(-c4cccs4)nn23)cc1
1 | CCn1c(SC(C)C(=O)Nc2nccs2)nnc1-c1ccncc1 (stereo unspecified)
2 | O=C(c1ccccc1)c1nnc(-c2ccccc2F)o1
6 | Cc1noc(C)c1S(=O)(=O)Nc1ccc(C(=O)N2CCc3ccccc3C2)cc1
2 | O=C(NNc1c(F)c(F)cc(F)c1F)c1ccco1
0 | COc1ccccc1Cn1c(C)c(C(=O)NCCC#N)sc1=O
-1 | COc1ccc(Cl)cc1N(C(C)C(=O)O)S(C)(=O)=O (stereo unspecified)
-4 | O=C1CCC[C@H]2C[C@H](NCc3ccccc3F)CC[C@]23CCCN13
0 | CC(=O)Nc1cccc(C(=O)OC(C(=O)c2ccc(C)c(C)c2)c2ccccc2)c1 (stereo unspecified)
1 | CC(=O)Nc1ccc(-c2cn3ccsc3n2)cc1
-1 | O=C(Cn1cnc2c(nnn2Cc2ccccc2F)c1=O)NCc1ccco1

These rows are one share of the data; the hit share may differ from the screen's.
